Screening data: PubChem, National Center for Advancing Translational Sciences (NCATS)
Nrf2 ARE act – Nrf2 pathway activation. AREc32 ARE-luciferase reporter (MCF7-derived line), luminescence, 24 h. Potency, µM (titrated, usually from 46.1 µM), for inactives: top-dose activation, usual class: activators. 0.31% of 410,000 active; also: potency is read from the fitted curve at half-maximal effect; % of control where 0% means no effect; nearly all actives have a fitted effect of over 65% in size
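AREc32 cells carrying an ARE-driven firefly luciferase reporter were seeded at 1000 cells/well in OPTI-MEM with 5% FBS, then exposed to compound for 24 hr at 37 deg C. Luminescence was read with Steady-Glo after 30 min at RT.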
Akt phos inh – inhibitors of Akt phosphorylation; Neuro2A IGF-stimulated pAkt S473 HTRF, 20 min; hits give low values; activity change, % for hits at 50 µM; 0.32% of 360,000 active; in the data active = activity change below about -80%; inconclusive = mostly about -51% to -80%; also: % is scaled to controls: 0 for no effect and ±100 for the full control effect
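Neuro2A cells (4,500/well, DMEM with 0.5% FBS) were treated with compound at a single 50 µM final concentration, stimulated with 6 nM IGF for 20 min at 37 °C, and lysed. Phospho-Akt Ser473 was read by HTRF as 665/615 ratio ×10^4.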
CCT chaperon mod – changes cytosolic chaperonin activity; purified chaperonin ATPase assay, HTRF ADP detection, 30 min; activity change, % (no concentration beside the values), hits read low; 0.3% of 360,000 active; AID 651819; in the data active = activity change below about -30%; also: % is scaled to controls: 0 for no effect and ±100 for the full control effect
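TRiC (40 or 20 nM final, by batch activity) in 30 mM Tris pH 7.4, 100 mM KCl, 5 mM MgCl2, 1 mM DTT was treated with compound at 76 uM single dose, then 10 uM ATP, 30 min at 37 °C. ADP was read by HTRF Transcreener.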
HepG2 tox – kills HepG2 cells in TGF-b inhibitor counter-screen. HepG2 CAGA-GFP viability, ATP luminescence, 18 h. Potency, µM (titrated, usually from 46.1 µM), inactives show at the highest dose activity change, negative = cytotoxicity, actives largely listed as cytotoxic. 0.76% of 410,000 active. AID 588856; also: potency is read from the fitted curve at half-maximal effect; some results filed as inactive show a strong effect at the top dose
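HepG2 CAGA-GFP cells (1000/well, DMEM with 1% FBS) received compound, then TGF-beta at 500 pg/mL final, and were incubated 18 hours at 37 degrees C. Viability was read by CellTiter-Glo luminescence. Media-only wells were set as complete cell-killing and DMSO as no toxicity.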
MmCpn inh – M. maripaludis TRiC chaperonin inhibition | purified Mm-Cpn ATPase, ADP Transcreener TR-FRET | Potency, µM (series often up to 76.9 µM), inactives show at the highest dose activity, negative = inhibition, hits mostly inhibitors | 0.031% of 330,000 active | AID 504842; also: potency is read from the fitted curve at half-maximal effect; % is scaled to controls: 0 for no effect and ±100 for the full control effect; nearly all actives have a fitted effect of over 80% in size
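ATP (10 uM final) was added to archaeal chaperonin (25 nM final) after 10 min exposure to test compound at 37°C; after 30 min further incubation, ADP was detected by competitive TR-FRET.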
A549 tox – counter-screen for Nrf2 inhibitors: cytotoxicity in A549 cells; A549 ARE-Fluc cells, CellTiter-Fluor viability, 18-24 h; Potency, µM (titrated, usually from 46 µM), for the others: top-dose activity change, negative = cytotoxicity, actives largely listed as inhibitors; 0.16% of 390,000 active; AID 504648; also: potency is read from the fitted curve at half-maximal effect; % is scaled to controls: 0 for no effect and ±100 for the full control effect
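Cytotoxicity counterscreen: CellTiter-Fluor fluorescence was measured in A549 ARE_Fluc cells after 18-24 h of compound exposure in a concentration series. The subsequent BugLite luminescent read reports ARE-luciferase activity.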
Abeta yeast res – A-beta toxicity reversal in yeast | yeast expressing A-beta42, growth rescue, OD600, 48 h; response scale: 0% DMSO, 100% iron-clioquinol control | Potency, µM (series often up to 46.1 µM), inactives show top-dose growth rescue, hits mostly activators | 0.063% of 410,000 active | AID 1347071; also: potency is read from the fitted curve at half-maximal effect; nearly all actives have a fitted effect of over 55% in size
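Yeast growth medium received pinned compounds, then yeast cells expressing toxic A-beta were added; plates incubated at 30 C for 48 hr. Growth read as absorbance at 600 nm, normalized to DMSO and equimolar FeCl3 plus clioquinol controls.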
TGFb SMAD3 inh – inhibitors of TGF-b signaling; HepG2 CAGA-GFP TGF-b/SMAD3 reporter, GFP fluorescence, 18 h; TGF-beta stimulated, 500 pg/mL final; Potency, µM (doses to about 46.1 µM), inactives show at the top dose activity, negative = inhibition, actives largely listed as inhibitors; 1.2% of 410,000 active; AID 588855; also: potency is read from the fitted curve at half-maximal effect; % is scaled to controls: 0 for no effect and ±100 for the full control effect; nearly all actives have a fitted effect of over 65% in size
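TGF-beta reporter screen: HEPG2 CAGA-GFP, 1% FBS, 500 pg/mL TGF-beta final, 18 h; per-cell GFP summed per well; curves fitted and categorized by class.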
Nrf2 block – blocks Nrf2 signaling | A549 ARE-Fluc reporter, luciferase luminescence, 18-24 h | Potency, µM (top dose mostly 46 µM), for the others: at the highest dose activity change, negative = inhibition, usual class: inhibitors | 2.1% of 360,000 active | AID 504444; also: potency is read from the fitted curve at half-maximal effect; % is scaled to controls: 0 for no effect and ±100 for the full control effect; nearly all actives have a fitted effect of over 60% in size
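Quantitative HTS in A549 cells stably bearing an antioxidant response element-firefly luciferase construct. Inhibition of Nrf2-driven transcription was scored by luminescence after 18-24 h of compound exposure at 37 °C.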
Numbers without * were called inactive; i = inactive; ? = inconclusive; . = not tested or not shown; [ ] = another dose, or the depositor's remark. Unless noted, calls follow the shape of the dose curve; as a rule, active = well fitted curve in the direction sought with a large enough effect; inconclusive = small, poorly fitted or top-dose-only effect, or another doubt; inactive = no such curve, though single readings can be large; an effect the other way counts as inactive or inconclusive.

compound	Nrf2 ARE act	Akt phos inh	CCT chaperon mod	HepG2 tox	MmCpn inh	A549 tox	Abeta yeast res	TGFb SMAD3 inh	Nrf2 block
O=C(NCCCO)c1cc2c([nH]c3ccccc32)c(-c2ccccc2)n1	6.9%	i	2.0	-13%	2%	-2%	14%	-6%	?
Cc1ccccc1Cn1c(=O)[nH]c2ccccc21	0.2%	i	1.4	6%	1%	-9%	11%	-3%	1%
CCOc1ccc(S(=O)(=O)Nc2cccc(Cl)c2)cc1	-0.6%	i	-1.5	-8%	.	?	-17%	-30%	13µM*
Cc1cc(NC(=O)CCC(=O)N(Cc2cccs2)C(C(=O)NC2CCCC2)c2cccnc2)no1 (stereo not drawn)	-0.8%	i	-1.4	-6%	0%	9%	-2%	-8%	1%
Cc1c(C(=O)O)[nH]c2ccc([N+](=O)[O-])cc12	0.3%	i	-2.7	-6%	-1%	-6%	-3%	-18%	26%
Cc1ccc(S(=O)(=O)NCC(=O)N2CCOCCOCCOCCOCC2)cc1	-0.1%	i	0.9	-1%	?	-3%	-10%	-1%	-4%
O=C(NC1CCCCC1)c1ccc(Cn2c(SCc3ccccc3F)nc3cccnc32)cc1	0.8%	.	.	-52%	.	-18%	3%	?	-27%
CCCCCCn1c(CN2CCCCC2C)nc2c1c(=O)n(C)c(=O)n2C (stereo not drawn)	-0.4%	i	0.4	-32%	2%	6%	-19%	-6%	-20%
O=Cc1ccc(OCc2cn(CC(=O)c3ccc(O)cc3)nn2)cc1	-0.1%	i	-1.2	-76%	.	-2%	-4%	22%	6%
CN(Cc1ccccc1)c1ncc(C=O)s1	0.2%	i	0.7	-4%	1%	4%	1%	6%	?
N#Cc1cccc(NC(=O)CNC(=O)Cc2ccccc2)c1	2.0%	i	-2.2	-8%	-3%	0%	-7%	-2%	13%
c1ccc(CSc2nc3ncccn3n2)cc1	2.7%	i	2.6	1%	-5%	0%	1%	2%	?
COc1cc(C2C(C(=O)Nc3ccccc3C)=C(C)Nc3ncnn32)ccc1OCC(N)=O (stereo not drawn)	0.0%	.	.	1%	.	5%	-20%	-1%	.
CCCCOC(=O)CCc1c(C)[nH]c(=O)c(C#N)c1C	1.8%	i	0.3	-10%	-1%	-7%	-3%	0%	-3%
CC(C)OC(=O)C1C2C=CC3(CN(C(C)c4ccc(Br)cc4)C(=O)C13)O2 (stereo not drawn)	0.7%	i	-2.2	-1%	0%	-20%	26%	-2%	-15%
Nc1ncnc(Oc2cccc(C(F)(F)F)c2)c1[N+](=O)[O-]	?	i	-7.6	-31%	0%	-1%	11%	-9%	-21%
Cc1cc(F)ccc1C(O)c1ncc(-c2ccccc2Cl)[nH]1 (stereo not drawn)	0.6%	i	-0.6	-10%	.	.	-2%	2%	.
COCc1cc(C)nc2sc3c(c12)NC(c1ccccc1C(=O)O)N(c1ccc(OC)cc1)C3=O (stereo not drawn)	5.9%	.	.	-23%	.	6%	-11%	-16%	12%
c1ccc(-c2nn3c(Cn4cnc5ccccc54)nnc3s2)cc1	-0.6%	i	-3.7	6%	-2%	2%	7%	-4%	0%
O=C(CSc1nc2[nH]c(=O)cc(O)c2s1)Nc1ccc(Cl)c(C(F)(F)F)c1	-0.8%	i	0.6	-10%	-17%	-1%	-23%	-4%	7%
CC(C)OC(=O)CSc1nnc(-c2cccnc2)n1N	0.3%	i	2.6	4%	0%	0%	3%	-24%	.
Cc1ccc(NS(=O)(=O)c2cc(C(=O)O)ccc2Cl)c(C)c1	0.3%	i	0.5	-1%	-1%	-3%	14%	5%	-19%
COc1cc(-c2nn3c(-c4ccccc4)nnc3s2)cc(OC)c1OC	3.3%	i	-1.0	-8%	2%	.	13%	19%	4%
CC(C)Cc1cc(C(=O)Nc2c(F)cc(F)cc2Br)no1	0.1%	i	-1.0	-2%	0%	9%	6%	10%	16%
CC(C(=O)N1CCN(c2ccccc2F)CC1)c1ccc([N+](=O)[O-])cc1 (stereo not drawn)	-0.4%[9.22 µM]	i	0.1	-15%	1%	7%	1%	-14%	2%
S=c1[nH]ccn1-c1cccc(Cl)c1Cl	-0.1%	i	-1.1	3%	1%	-3%	18%	-8%	-8%
CC(C)OCCCn1c(=O)c2ccccc2n2c(-c3ccccc3F)nnc12	0.8%	.	.	-8%	.	1%	-12%	0%	7%
CCc1nc2c(OCc3cc(Cl)cc(Cl)c3)cccn2c1N(C)C(=O)Nc1ccccc1OC	-0.5%	i	-0.2	-47%	.	.	-6%	?	.
O=C(OCCN1CCN(C2=NS(=O)(=O)c3ccccc32)CC1)c1ccccc1F	-0.8%	i	1.2	2%	1%	4%	-4%	4%	6%
CN(C(=O)CSc1nnc(-c2ccncc2)n1-c1ccccc1)C1CCS(=O)(=O)C1 (stereo not drawn)	-0.4%	i	-1.9	-8%	2%	-1%	7%	-14%	8%

Record cards, from the list above. Order of values: Nrf2 ARE act	Akt phos inh	CCT chaperon mod	HepG2 tox	MmCpn inh	A549 tox	Abeta yeast res	TGFb SMAD3 inh	Nrf2 block
Record of CC(C)OCCCn1c(=O)c2ccccc2n2c(-c3ccccc3F)nnc12 = 0.8%	.	.	-8%	.	1%	-12%	0%	7%
Record of Cc1ccc(S(=O)(=O)NCC(=O)N2CCOCCOCCOCCOCC2)cc1 = -0.1%	i	0.9	-1%	?	-3%	-10%	-1%	-4%

Copied from the list:
`CN(C(=O)CSc1nnc(-c2ccncc2)n1-c1ccccc1)C1CCS(=O)(=O)C1` (stereo not drawn) @ Nrf2 ARE act: -0.4%
`O=C(NC1CCCCC1)c1ccc(Cn2c(SCc3ccccc3F)nc3cccnc32)cc1` @ HepG2 tox: -52%

Next results follow:
compound	Nrf2 ARE act	Akt phos inh	CCT chaperon mod	HepG2 tox	MmCpn inh	A549 tox	Abeta yeast res	TGFb SMAD3 inh	Nrf2 block
O=C(Nc1ccc2c(c1)Cc1ccccc1-2)c1cccnc1	8.5%	i	-1.7	-14%	2%	3%	-13%	11%	12%
Cc1ccccc1NC(=O)c1ccccc1	0.5%	-122%*	0.2	0%	0%	-2%	7%	-10%	12%
COc1ccc(OC)c(C2=NO[C@@](CC(=O)O)(C(=O)Nc3ccc4c(c3)OCCO4)C2)c1	1.2%	i	1.9	-11%	-11%	4%	-3%	0%	-7%
Cc1cc(C)cc(N(C(=O)c2csnn2)C(C(=O)NC(C)(C)C)c2cccs2)c1 (stereo not drawn)	-0.7%	i	-4.5	0%	0%	3%	2%	-18%	-9%
CCOC(=O)[C@]12CCC=C1N(Cc1ccc(Cl)cc1Cl)C(=O)[C@H](CC(=O)N1CCSCC1)C2	3.9%	i	-3.1	.	.	.	7%	.	.
CCc1c(C)nc2ncnn2c1N1CCCC(C(=O)NCCc2ccccc2)C1 (stereo not drawn)	3.0%	.	-1.8	-22%	-1%	-18%	11%	1%	.
O=C(CCNC(=O)C1CCN(S(=O)(=O)c2ccccc2)CC1)NCc1ccccn1	-0.5%	i	0.9	1%	0%	-5%	-2%	10%	-9%
CC1(C(=O)NS(=O)(=O)C2CC2)CCN(C(=O)c2ccc(F)cc2Cl)C1 (stereo not drawn)	-0.3%	i	-1.6	9%	.	.	-3%	12%	.
CS(=O)(=O)c1ccc(C(=O)OCC(=O)Nc2cccnc2Cl)cc1[N+](=O)[O-]	-4.3%	i	0.6	-94%	1%	-8%	-28%	?	3%
O=C(CNc1cccc(C(F)(F)F)c1)N/N=C/c1cccc(Br)c1	-0.1%	i	-3.8	-91%	2%	0%	-9%	0%	?
CCOC(=O)C1(C)CCN1C(=O)c1ccc(C#N)cc1 (stereo not drawn)	0.5%	i	-0.2	2%	.	.	-13%	-1%	.
O=C(NCc1ccccc1Cl)c1ccc2oc(=O)n(Cc3ccccc3)c2c1	5.2%	.	.	-7%	.	6%	-8%	3%	.
CC1CC(=O)Nc2ccccc2N1S(=O)(=O)c1ccc(Cl)cc1 (stereo not drawn)	0.2%	i	-1.1	3%	-1%	10%	-1%	-23%	-9%
CCOC(=O)C1CCN(C(=O)CCS(=O)(=O)c2cc3c(cc2Cl)NC(=O)CO3)CC1	-1.9%	.	.	-23%	.	3%	-6%	-1%	?
C=CCn1c(CCNC(=O)c2cccs2)nnc1SCC(=O)Nc1cccc(F)c1	0.4%	i	-3.9	-17%	0%	-1%	5%	0%	5%
Nc1nnc(SCCCOc2ccc(F)cc2)s1	0.3%	i	-3.5	-2%	0%	-5%	-3%	-1%	9%
COc1cccc(C2=CC(c3cc(OC)ccc3OC)n3nnnc3N2)c1 (stereo not drawn)	?	.	-5.0	-2%	1%	?	4%	?	?
Cc1nn(CC(=O)OCC(=O)NC(C)c2ccccc2)c(C)c1[N+](=O)[O-] (stereo not drawn)	0.5%	i	-4.0	-9%	1%	7%	12%	-12%	-2%
C/C(=N\OC(=O)c1ccc(F)cc1)c1nccs1	0.3%	i	0.1	-2%	0%	-7%	-5%	0%	4%
CCc1nc2c(OCc3ccccc3)cccn2c1N(C)C(=O)c1ccco1	0.1%	i	-2.0	-13%	.	.	-13%	-6%	.
